# Screens as filed in PubChem BioAssay.
# S3 lipid droplet: qHTS Assay for Lipid Storage Modulators in Drosophila S3 Cells. Drosophila S3 cells, BODIPY lipid droplet fluorescence, 18-24 h; cells fed with added oleic acid. Potency in µM for hits, for the others lipid storage change, negative = inhibition, % at the top dose, mostly 46.1 µM. actives 0.64% (n = 320,000). AID 2685; active = well fitted inhibition curve with a large enough effect in the signal ratio, with a control signal flat, not every such curve was filed as active; inconclusive = small, poorly fitted or top-dose-only effect, or effect the other way, or a change in a side signal; the % refers to the signal ratio
#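 Laser-scanning cytometry quantifies lipid droplet accumulation (500–530 nm total intensity; droplet/cell object ratio) in oleic acid-fed (400 uM added) Drosophila S3 cells treated with a concentration series. 20 uM Triacsin C defined 100% inhibition.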
# S3 lipid droplet cell count max: further read-out of S3 lipid droplet, marked with its call; cell number change, %; measured here: cell count max response;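 cells counted by Cell Tracker Red CMTPX staining in the red channel; peak over a dose series mostly up to 46.1 µM; percent activity relative to internal control wells on each plate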
# The depositor's hits bear a star; i = inactive; ? = inconclusive; . = not tested or not shown; [ ] = remark or other dose. % is scaled to controls: 0 for no effect and ±100 for the full control effect; potency is read from the fitted curve at half-maximal effect. This is a subset. The share of hits here may be higher or lower than overall.
S3 lipid droplet	S3 lipid droplet cell count max	canonical_smiles
-1%	15	CN1CCCN(S(=O)(=O)c2cccc(C(F)(F)F)c2)c2nc3ccccc3nc21
15%	-7	S=C(Nc1ccccn1)Nc1ccccc1Cl
?	.	NC(=O)c1nn(-c2ccc(Cl)cc2Cl)c(=O)cc1O
i	27	O=C(C1CC1)N1CCN(c2ccc(F)cc2)CC1
10%	2	Cc1ccnc(SCC(=O)N2CCN(c3ccccc3)CC2)n1
?	.	Cc1nn(C)c2ncc(C(N)=O)c(Oc3ccc(Cl)cc3)c12
?	.	O=C(N/N=C1\CCCc2ccccc21)c1cccc([N+](=O)[O-])c1
17%	1	CCOC(=O)C1(CCCc2ccccc2)CCN(C(=O)c2cnc(C)cn2)CC1
?	.	CC(C)Oc1ccc(C(=O)Nc2ccc([N+](=O)[O-])cc2)cc1
3%	6	Cc1cc(C)cc(OCC(=O)Nc2ccc3c(c2)OCCO3)c1
-11%	-8	COC(=O)c1ccccc1NC(=O)C/C(C)=N/NC(=O)CC#N
?	.	Cc1ccc(-c2nnc(COc3cccc(-n4cnnn4)c3)o2)cc1
3%	0	CC(=O)Nc1cccc(OCCCNC(=O)c2ccc(F)cc2)c1
?	.	O=C(Cn1ccc(=O)[nH]c1=O)NCCO
7%	2	COc1cc(C2=NOC(C(=O)Nc3cccnc3)C2)cc(OC)c1OC (stereo unspecified)
?	.	CC(=O)c1c(C)[nH]c(C(=O)Nc2cccc(S(=O)(=O)N3CCCCC3)c2)c1C
?	.	CCNS(=O)(=O)c1ccc(CCC(=O)NCc2cccnc2)cc1
?	.	COc1ccc2[nH]c3nc(SCC(=O)Nc4ccc5c(c4)OCO5)nnc3c2c1
?	.	O=C(C[n+]1cccc(C(=O)N/N=C/c2ccc(Br)cc2)c1)c1ccccc1
11%	-19	O=C(CCc1ccccc1)NNC(=O)c1ccc(F)cc1

# Another view of 5 compounds above.
# Screens in order: S3 lipid droplet, S3 lipid droplet cell count max
COc1ccc2[nH]c3nc(SCC(=O)Nc4ccc5c(c4)OCO5)nnc3c2c1
  ?, .
COC(=O)c1ccccc1NC(=O)C/C(C)=N/NC(=O)CC#N
  -11%, -8
Cc1cc(C)cc(OCC(=O)Nc2ccc3c(c2)OCCO3)c1
  3%, 6
CC(=O)Nc1cccc(OCCCNC(=O)c2ccc(F)cc2)c1
  3%, 0
O=C(C[n+]1cccc(C(=O)N/N=C/c2ccc(Br)cc2)c1)c1ccccc1
  ?, .

# (cont.)
S3 lipid droplet	S3 lipid droplet cell count max	canonical_smiles
-21%	.	O=C(Nc1nc(-c2cccs2)cs1)c1cc2ccccc2oc1=O
-26%	-11	COC(=O)c1cccc(C(=O)N2CCCC(CCC(=O)N(C)CCc3ccccn3)C2)c1 (stereo unspecified)
?	.	Fc1ccccc1C1c2[nH]c3ccccc3c2CCN1Cc1ccoc1 (stereo unspecified)
?	.	CCOC(=O)c1c(CN2CCOCC2)n(C)c2cc(Br)c(O)c(CN(C)C)c12
-2%[0.0737 µM]	.	CN(CCOc1ccc(Cl)cc1)C(=O)CNS(=O)(=O)c1ccc(N(C)C)c([N+](=O)[O-])c1
3%	2	Cc1cc(C)c(NC(=O)c2cc(C(=O)O)ccc2C(=O)O)c([N+](=O)[O-])c1
-2%	-7	CC1SCCN1S(=O)(=O)c1ccc2ccccc2c1 (stereo unspecified)
-12%	10	Brc1ccc2c(c1)C(c1cccnc1)=NNC(c1cccs1)=N2
-1%	3	COc1ccc(CC(=O)Oc2ccc(C)cc2Br)cc1S(=O)(=O)N1CCOCC1
?	.	CCN(CC)S(=O)(=O)c1ccc(C(=O)NCCN(C)C)cc1
?	.	CC(C)c1ccc(NC(=O)CSc2nc3ccccc3nc2N2CCCC2)cc1
5%	-8	COc1ccc(C(=O)c2ccccc2)c(OCC(=O)NC2CC2)c1
-9%	-9	CCCC(C(=O)NCC1CCCO1)N(Cc1ccco1)C(=O)CNS(=O)(=O)c1ccc(F)cc1 (stereo unspecified)
?	.	O=C(NCc1ccccc1Cl)NC(=O)c1csc([N+](=O)[O-])c1
?	.	Cc1nc2ccc([N+](=O)[O-])cc2[nH]1
-11%	-15	COc1ccc(CN2C(=O)CCC(C(=O)O)C2c2ccccc2)cc1 (stereo unspecified)
-4%	0	COc1ccc(/C=C/C(=O)O)cc1S(=O)(=O)N1CCC(Cc2ccccc2)CC1
-3%	9	CCn1nc(C)c([N+](=O)[O-])c1C(=O)NNC(=O)c1ccccc1Cl
?	.	CCN(c1ccc(OC)cc1)S(=O)(=O)c1nnc(NC(=O)COc2ccccc2)s1
?	.	COc1ccc(C(=O)NC(=S)NCc2ccco2)cc1
?	.	O=C(Nc1ccon1)c1cnc2sccn2c1=O
?	.	COc1ccc(/C=N\NC(=O)CCN2CCN(c3ccccc3)CC2)cc1OC
6%	1	COc1ccc2c(C)c(C(=O)NCC(C)O)oc2c1OC (stereo unspecified)
6%	-1	Cc1noc(C)c1S(=O)(=O)N1CCC(Cc2ccccc2)CC1
?	.	Cc1ccc(CN2CC(C(=O)N3CCN(c4ccccc4Cl)CC3)CC2=O)cc1 (stereo unspecified)
?	.	COCCOC(=O)c1[nH]c2c(c1C)C(=O)CC(c1ccc(F)cc1)C2 (stereo unspecified)
?	.	Cc1ccc(Cn2nc(C)c(C(=O)NCC(c3cccs3)N3CCOCC3)c2Cl)cc1 (stereo unspecified)
?	.	O=S(=O)(NCCc1ccccc1)c1ccc(Br)s1
?	.	O=C(c1ccccc1Cl)N1CCN(S(=O)(=O)N2CCCCC2)CC1
-18%	-8	CNC(=O)Nc1ccccc1NC(=O)NC
-13%	.	COc1cccc(-c2cc(C(F)(F)F)c(C#N)c(=O)[nH]2)c1
14%[9.22 µM]	16	COc1ccccc1NC(=O)C1=C(C)Nc2nc(-c3cccs3)nn2C1c1cccnc1 (stereo unspecified)
i	.	Cc1cccc(N2CCN(Cc3oc(CO)cc(=O)c3O)CC2)c1C
?	.	CC(OC(=O)Cn1cnc2c1c(=O)n(C)c(=O)n2C)C(=O)N(C)c1ccccc1 (stereo unspecified)
?	.	Cc1ccc(C)c(NC(=O)CSc2sc3c(O)cc(=O)[nH]c3c2C#N)c1
?	.	Nc1cc(N)cc(C(=O)OCC(=O)Nc2cc(S(=O)(=O)N3CCCCC3)ccc2Cl)c1
?	.	COc1ccccc1C(CC(=O)N1CCCC1)c1ccc2c(c1)OCO2 (stereo unspecified)
?	.	COc1ccc(C(=O)c2c[nH]c3ccccc23)cc1
6%	3	O=C(N/N=C/c1ccncc1)c1ccc(OCc2ccccc2)cc1
?	.	Cc1ccc(Cn2nnnc2CN2CCC(NC(=O)C(C)(C)C)CC2)cc1

# Seven entries from above, ordered by molecular weight, largest number first.
S3 lipid droplet	S3 lipid droplet cell count max	canonical_smiles
?	.	CC(OC(=O)Cn1cnc2c1c(=O)n(C)c(=O)n2C)C(=O)N(C)c1ccccc1 (stereo unspecified)
?	.	O=C(c1ccccc1Cl)N1CCN(S(=O)(=O)N2CCCCC2)CC1
?	.	Cc1ccc(Cn2nnnc2CN2CCC(NC(=O)C(C)(C)C)CC2)cc1
?	.	COc1ccccc1C(CC(=O)N1CCCC1)c1ccc2c(c1)OCO2 (stereo unspecified)
?	.	O=S(=O)(NCCc1ccccc1)c1ccc(Br)s1
6%	-1	Cc1noc(C)c1S(=O)(=O)N1CCC(Cc2ccccc2)CC1
-18%	-8	CNC(=O)Nc1ccccc1NC(=O)NC

# Later entries:
S3 lipid droplet	S3 lipid droplet cell count max	canonical_smiles
?	.	CC(=O)c1cc(OC(=O)N2CCOCC2)ccc1OC(=O)N1CCOCC1
-10%	11	Cc1cccc(CCNC(=O)CCS(=O)(=O)c2cc3c(cc2C)NC(=O)CO3)c1
?	.	O=C(O)Cn1nc(-c2ccccc2)oc1=O
-5%	11	O=C(Oc1ccccc1Cl)c1ccc(-n2cncn2)nc1
-13%	1	COc1ccccc1/C=C/CN1CCC(n2nccc2NC(=O)C2CC2)CC1
?	.	CC(C)Cn1c(CCC(N)=O)nnc1SC(C)C(=O)Nc1ccc2c(c1)OCO2 (stereo unspecified)
?	.	O=C(CCCn1c(=O)[nH]c2ccc(Br)cc2c1=O)NCc1ccc(Cl)cc1
?	.	O=C1Nc2ccc(Br)cc2/C1=C/C(=O)c1ccc2c(c1)OCO2
i	.	Cc1cccc(NC(=O)c2ccc3c(=O)n4c(nc3c2)CCCCC4)n1
?	.	CCc1ccc(NC(=O)Nc2ccsc2C(=O)OC)cc1
?	.	CC(C)CC(NC(=O)C1CCC(C)CC1)C(=O)Nc1ccccc1F (stereo unspecified)
i	.	CCCC(c1nnnn1CS(=O)(=O)c1ccc(C)cc1)N1CCN(c2ccccc2)CC1 (stereo unspecified)
?	.	CCN1CCN(C(=O)CCn2c(=O)c3cccn3c3cccnc32)CC1
?	.	C=CCc1cccc2cc(C(=O)N(CC)CC)c(=O)oc12
?	.	CC1CCCCC12NC(=O)N(CC(=O)NCc1ccco1)C2=O (stereo unspecified)
?	.	CCOC(=O)c1cc(CC)sc1NC(=O)C1CC1
-7%	.	CN(CC(=O)NCCc1ccc(Cl)cc1)S(=O)(=O)c1ccc2c(c1)c(=O)n(C)c(=O)n2C
?	.	CN(C)S(=O)(=O)c1ccc(C(=O)NCCN=C2NS(=O)(=O)c3ccccc32)cc1
?	.	Cc1ccccc1-n1c(=O)[nH]c(=O)c2c(N)c(C(=O)c3ccc(Cl)cc3)sc21
-6%	1	COc1cc(/C=C/C(=O)O)cc(Br)c1O

# Single records (already shown). Values in the order: S3 lipid droplet	S3 lipid droplet cell count max
# `COc1ccc(C(=O)c2c[nH]c3ccccc23)cc1` reads ?	.
# `O=C(O)Cn1nc(-c2ccccc2)oc1=O` reads ?	.

# Additional records:
S3 lipid droplet	S3 lipid droplet cell count max	canonical_smiles
-4%	-2	Cc1ccc(Cl)c(OCC(=O)NN2CCN(C)CC2)c1
?	.	O=C(CCc1ccccc1)NCCSc1ccccc1
?	.	CCCCOc1ccc(S(=O)(=O)N2CCCCC2)cc1
2%	3	COc1ccc(CN2CCCCCC2)c(C)c1C
i	-8	O=C(Cc1ccc(F)cc1)Nc1ccccc1N1CCCC1
2%	3	Cc1cc(/C=N/NC(=O)c2cccc([N+](=O)[O-])c2)c(C)n1-c1ccccc1
?	.	CCOC(=O)c1ccc(NC(=S)NNC(=O)COC)cc1
6%	25	COc1cc([N+](=O)[O-])ccc1NC(=O)c1cccc(NC(=O)C(C)C)c1
27%	.	c1ccc(CSc2nnc(-c3ccco3)c(-c3ccco3)n2)cc1
2%	5	CCCN1CCC(=O)N(CCSc2ccc(OC)cc2)CC1
?	.	COc1ccc(C2=NOC(C(=O)NCCCn3ccnc3)C2)cc1 (stereo unspecified)
?	.	CCC(=O)N1CCN(c2c(Cl)cccc2[N+](=O)[O-])CC1
i	.	O=C(CSc1nnc(-c2cc3ccccc3cc2O)n1Cc1ccco1)N1CCc2ccccc2C1
?	.	CCC1(c2ccccc2)ON(c2c(Br)cccc2Br)C1=O (stereo unspecified)
?	.	CN1CCN(c2nc(-c3ccccc3)nc(-c3ccccc3)c2C#N)CC1
5%	-1	OCCNC(=S)Nc1ccc2c(c1)OCCO2
-2%	-3	CCN(CC)S(=O)(=O)c1ccc(Cl)c(NC(=O)COC(=O)c2ccc([N+](=O)[O-])o2)c1
?	.	O=C(COc1ccc(Cl)cc1)NNC(=O)c1ccccc1C(=O)O
29%	6	CC1CCN(S(=O)(=O)c2ccc3c(c2)CCC(=O)N3CC(=O)Nc2cccc(C#N)c2)CC1
-1%	12	O=C(CCC1CCCCC1)Nc1c[nH]c(=O)[nH]c1=O
-8%	-3	CN(C)S(=O)(=O)c1cccc(C(=O)N=C2N=C3C=CC(Cl)=CN3Cc3ccccc32)c1
i	-28	N#CC1=C(N)Oc2cc3c(cc2C1c1ccc(Cl)cc1)OCO3 (stereo unspecified)
i	24	CCCCN(CCCC)CCCNC(=O)Cn1cc2c(n1)-c1c(oc(C(=O)N3CCCC3)c1C)CC2
?	.	CCOc1ccc2nc(NC(=O)C3=NNC(=O)CC3)sc2c1
?	.	Nc1nc(-c2ccco2)nn1C(=O)c1ccccc1
1%	0	O=C(CN(Cc1ccccc1)C1=NCCS1)c1ccc(Cl)cc1
?	.	Cc1cccc(NC(=O)c2ccc(N(C)C3CCCCC3)c([N+](=O)[O-])c2)n1
?	.	CC(Oc1ccc(Br)cc1)C(=O)NCC(C)(C)N1CCOCC1 (stereo unspecified)
?	.	CC(C)(C)C1CCC(=NNc2ccc(S(N)(=O)=O)cc2[N+](=O)[O-])CC1 (stereo unspecified)
0%	3	Cc1ccc2c(=O)[nH]c(Cc3ccccc3C(=O)O)nc2c1
-10%	-12	O=C(CCn1c(=O)oc2ccccc21)N1CCN(c2ccccc2F)CC1
1%	-9	Cc1ccc(NC(=O)c2ccc3ccccc3n2)cc1S(=O)(=O)N1CCOCC1
?	.	O=C1c2ccccc2C(=O)N1CC1CCCO1 (stereo unspecified)
-3%	6	COCCCNc1nc2ccccc2nc1NS(=O)(=O)c1cccc(Cl)c1
?	.	CCOC(=O)C1CCCN(C(=O)CCNC(=O)Cn2ccc3ccccc3c2=O)C1 (stereo unspecified)
?	.	Cn1c(=O)c2c(nc(Sc3ncnn3CC(=O)N3CCOCC3)n2C)n(C)c1=O
?	.	Cc1csc(NC(=O)c2cc(C)on2)n1
?	.	CCOC(=O)C1CCN(C(=O)c2cc(S(=O)(=O)N3CCOCC3)c(Cl)cc2Cl)CC1
-6%	-1	Cc1c(NC(=O)CSc2ccc(Cl)cc2)cccc1-c1nc2cc(Cl)ccc2o1
-7%	14	CC1Cc2ccccc2N1C(=O)CSc1nnnn1C(C)C (stereo unspecified)
14%	15	CCn1c(CCNC(=O)c2cccs2)n[nH]c1=S
?	.	Cc1cc(C)cc(NC(=O)CSc2nc(=O)n3cc(C)ccc3n2)c1
?	.	O=C(c1cc2cc(Br)ccc2[nH]1)N1CCc2ccccc21
